Source: PubChem BioAssay
IL-2 act – activators of IL-2; IL-2 activation reporter assay, cell-based qHTS; stimulated with anti-CD3/CD4/CD28 beads; in transgenic mouse T cells; activation, % (series mostly up to about 46 µM); 0.065% of 360,000 active; in the data active = activation above about 50%; inconclusive = mostly about 30% to 49%; note: 0% is about no effect
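Readout: EGFP and DsRed signals by fluorescent plate cytometry. Unstimulated transgenic mouse T cells received compound 60 min before antibody-bead stimulation, then incubated 18 h at 37 degrees C.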
A549 viability – kills or reduces viability of A549 cells in Nrf2 counter-screen | Potency, µM (highest dose often 46 µM), without a hit: at the top dose activity change, negative = cytotoxicity, actives largely listed as inhibitors | AID 504648 | 0.16% of 390,000 active | A549 ARE-Fluc cells, CellTiter-Fluor viability, 18-24 h; note: potency is the fitted concentration of half-maximal effect; % is set by controls: 0 for no effect and ±100 for the full control effect
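A549 ARE_Fluc cells in 5% FBS OPTI-MEM were exposed to compounds in concentration-response for 18-24 h at 37 deg C. Viability was read by CellTiter-Fluor fluorescence (Ex 405/Em 525) after 30 min, before the luciferase read.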
ATXN2 expr inh – reduces ATXN2 reporter expression in HEK-293 cells. AID 1745845. HEK-293 ATXN2-luciferase reporter, luminescence, 24 h. 0.72% of 360,000 active. Potency, µM (doses to about 57 µM), without a hit: at the top dose activity change, negative = inhibition, usual class: inhibitors; note: potency is the fitted concentration of half-maximal effect; % is set by controls: 0 for no effect and ±100 for the full control effect; nearly all actives have a fitted effect of over 55% in size
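ATXN2-luciferase reporter cells (luciferase flanked by upstream and downstream ATXN2 gene portions) were treated 24 h at 37 °C with compounds at up to 57 uM. SteadyGlo luminescence gave expression; GF-AFC fluorescence gave viability.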
TGFb SMAD3 inh – blocks TGF-b signaling; 1.2% of 410,000 active; Potency, µM (top dose mostly 46.1 µM), for inactives: top-dose activity, negative = inhibition, hits mostly inhibitors; AID 588855; HepG2 CAGA-GFP TGF-b/SMAD3 reporter, GFP fluorescence, 18 h; TGF-beta stimulated, 500 pg/mL final; note: potency is the fitted concentration of half-maximal effect; % is set by controls: 0 for no effect and ±100 for the full control effect; nearly all actives have a fitted effect of over 65% in size
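TGF-beta reporter screen: HEPG2 CAGA-GFP, 1% FBS, 500 pg/mL TGF-beta final, 18 h; per-cell GFP summed per well; curves fitted and categorized by class.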
Nrf2 ARE act – Nrf2 pathway activation; 0.31% of 410,000 active; Potency, µM (doses to about 46.1 µM), inactives show at the top dose activation, actives largely listed as activators; AREc32 ARE-luciferase reporter (MCF7-derived line), luminescence, 24 h; note: potency is the fitted concentration of half-maximal effect; % of control where 0% means no effect; nearly all actives have a fitted effect of over 65% in size
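Cells of the AREc32 ARE-luciferase line are plated in OPTI-MEM containing 5% FBS and left overnight at 37 deg C. Compounds are pinned in, incubation continues 24 hr, and firefly luciferase signal is then measured.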
HepG2 viability – kills HepG2 cells in TGF-b inhibitor counter-screen | Potency, µM (doses to about 46.1 µM), for inactives: at the top dose activity change, negative = cytotoxicity, actives largely listed as cytotoxic | AID 588856 | 0.76% of 410,000 active | HepG2 CAGA-GFP viability, ATP luminescence, 18 h; note: potency is the fitted concentration of half-maximal effect; some results filed as inactive show a strong effect at the top dose
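CellTiter-Glo luminescence gave cytotoxicity after 18 hours at 37 degrees C. The cells were HepG2 CAGA-GFP in 1% FBS DMEM, stimulated with 500 pg/mL TGF-beta after compound addition. %Activity was normalised to no-cell wells (complete cell-killing) and DMSO (no toxicity), and curves were fitted and classified.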
EPAC2 ag – EPAC2 (human) agonism; Potency, µM (top dose mostly 154 µM), inactives show at the highest dose activation, usual class: activators; EPAC2 activation, biochemical qHTS; response scale: 100% = 6.5 mM cAMP response; 0.079% of 360,000 active; AID 720711; note: potency is the fitted concentration of half-maximal effect; nearly all actives have a fitted effect of over 50% in size
Target sequence (Q8WZA2 whole entry, looked up): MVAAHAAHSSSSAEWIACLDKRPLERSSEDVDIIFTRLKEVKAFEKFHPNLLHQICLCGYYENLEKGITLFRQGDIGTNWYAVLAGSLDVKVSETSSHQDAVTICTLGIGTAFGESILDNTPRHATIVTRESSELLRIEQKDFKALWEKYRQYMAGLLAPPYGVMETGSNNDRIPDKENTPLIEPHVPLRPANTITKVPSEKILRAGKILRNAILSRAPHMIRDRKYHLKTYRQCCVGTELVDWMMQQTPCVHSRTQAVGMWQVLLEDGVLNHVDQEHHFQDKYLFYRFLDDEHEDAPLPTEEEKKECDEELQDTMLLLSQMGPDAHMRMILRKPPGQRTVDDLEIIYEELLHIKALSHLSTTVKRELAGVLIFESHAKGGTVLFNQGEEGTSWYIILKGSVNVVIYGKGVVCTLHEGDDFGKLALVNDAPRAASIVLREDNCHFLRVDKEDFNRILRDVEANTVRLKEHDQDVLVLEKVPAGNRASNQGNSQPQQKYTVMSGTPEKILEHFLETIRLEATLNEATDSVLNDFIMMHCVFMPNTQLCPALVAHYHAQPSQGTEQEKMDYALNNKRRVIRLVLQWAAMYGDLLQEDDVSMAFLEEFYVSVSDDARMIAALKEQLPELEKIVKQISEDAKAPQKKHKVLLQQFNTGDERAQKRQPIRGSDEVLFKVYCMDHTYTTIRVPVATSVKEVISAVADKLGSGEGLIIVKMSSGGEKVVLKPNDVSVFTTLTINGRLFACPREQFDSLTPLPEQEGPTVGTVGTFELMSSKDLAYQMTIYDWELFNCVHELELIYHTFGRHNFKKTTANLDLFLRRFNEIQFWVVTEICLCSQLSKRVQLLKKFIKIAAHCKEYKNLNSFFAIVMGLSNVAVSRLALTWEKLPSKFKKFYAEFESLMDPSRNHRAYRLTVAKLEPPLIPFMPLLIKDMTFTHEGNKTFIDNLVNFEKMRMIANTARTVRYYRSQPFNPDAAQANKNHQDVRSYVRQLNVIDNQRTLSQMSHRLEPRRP
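Fluorescence exchange assay: 100 nM EPAC2 with 250 nM RAP1B-BODIPY-GDP and 50 uM GDP; compounds tested as a concentration-titration series (qHTS). Loss of Rap1-bound BODIPY-GDP fluorescence read at 480/540 nm; data normalized to 6.5 mM cAMP.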
Nrf2 inh – Nrf2 pathway inhibition; A549 ARE-Fluc reporter, luciferase luminescence, 18-24 h; Potency, µM (titrated, usually from 46 µM), for inactives: at the highest dose activity change, negative = inhibition, hits mostly inhibitors; 2.1% of 360,000 active; note: potency is the fitted concentration of half-maximal effect; % is set by controls: 0 for no effect and ±100 for the full control effect; nearly all actives have a fitted effect of over 60% in size
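Nrf2 function is reported as luminescence of an ARE-controlled luciferase in A549 cells. Compounds were tested at several concentrations, and a CellTiter-Fluor read on the same wells flagged cytotoxicity.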
ATXN viability – cell viability loss in ATXN counter-screen. S2 cells (HEK-293 line with an ATXN2-luciferase reporter) viability, CellTiter-Fluor protease fluorescence, 24 h. Potency, µM (highest dose often 56.7 µM), most hits filed as cytotoxic. 0.49% of 400,000 active. AID 651635; note: potency is the fitted concentration of half-maximal effect; nearly all actives have a fitted effect of over 40% in size
An asterisk follows results filed as active; i = inactive; ? = inconclusive; · = no result given; [ ] = another dose, or the depositor's remark. Unless noted, calls come from the whole dose curve; as a rule, active = well fitted curve in the direction sought with a large enough effect; inconclusive = small, poorly fitted or top-dose-only effect, or another doubt; inactive = no such curve, though single readings can be large; an effect the other way counts as inactive or inconclusive. Not all compounds are listed; count on the stated rates, not on these rows.

SMILES	IL-2 act	A549 viability	ATXN2 expr inh	TGFb SMAD3 inh	Nrf2 ARE act	HepG2 viability	EPAC2 ag	Nrf2 inh	ATXN viability
CCCCn1c(=O)c(C(=O)NCCc2ccccc2)c(O)c2ccccc21	1.1	9%	-27%	6%	0.5%	-3%	15%	?	i
CCOC(=O)c1ccc(NC(=O)c2sc3nc4c(cc3c2N)N2CCC4CC2)cc1	·	0%	0%	3%	-0.9%	-9%	·	11%	?
Cc1cccc(NC2=NCCCS2)c1C	-1.5	-14%	-11%	0%	0.1%	-33%	2%	-16%	i
CN1C(=O)c2ccccc2Sc2ccc(NC(=O)c3ccc(C(F)(F)F)cc3)cc21	·	-12%	?	-1%	0.5%	-5%	·	·	?
CCOC(=O)C1=C(NC(=S)NC(=O)c2ccccc2)c2ccccc2CC12CCCC2	-4.9	-17%	78%[activator][11.3 µM]	-26%	-0.2%	-16%	3%	?	i
COC(=O)C(O)(c1ccc(NC(=O)c2cccs2)c(C)c1)C(F)(F)F (stereo not given)	-3.5	9%	-10%	-15%	0.7%	-3%	5%	-2%	i
Fc1ccccc1CN1CCN(c2ccc(Cl)cc2)CC1	-4.2	4%	7%	-13%	0.4%	-19%	19%	9%	i
O=C(c1cc2ccccn2n1)N1CCC2(CC1)OCCO2	-0.1	-5%	2%	-15%	-0.6%	4%	-4%	6%	i
Cc1[nH]c2ccccc2c1CCNCc1cccnc1	-2.7	1%	6%	-3%	-0.1%	6%	8%	5%	i
CCc1cc(=O)oc2c(C)c(OCC(=O)N3C[C@H]4C[C@@H](C3)c3cccc(=O)n3C4)ccc12	-0.3	10%	1%	11%	-0.2%	3%	6%	-5%	i

Some values from the entries so far.
IL-2 act, O=C(c1cc2ccccn2n1)N1CCC2(CC1)OCCO2 is entered as -0.1
EPAC2 ag, CCOC(=O)C1=C(NC(=S)NC(=O)c2ccccc2)c2ccccc2CC12CCCC2 is entered as 3%
Nrf2 ARE act, CN1C(=O)c2ccccc2Sc2ccc(NC(=O)c3ccc(C(F)(F)F)cc3)cc21 is entered as 0.5%
EPAC2 ag, Fc1ccccc1CN1CCN(c2ccc(Cl)cc2)CC1 is entered as 19%

Four entries from above, comma-delimited.
SMILES,IL-2 act,A549 viability,ATXN2 expr inh,TGFb SMAD3 inh,Nrf2 ARE act,HepG2 viability,EPAC2 ag,Nrf2 inh,ATXN viability
Fc1ccccc1CN1CCN(c2ccc(Cl)cc2)CC1,-4.2,4%,7%,-13%,0.4%,-19%,19%,9%,i
O=C(c1cc2ccccn2n1)N1CCC2(CC1)OCCO2,-0.1,-5%,2%,-15%,-0.6%,4%,-4%,6%,i
Cc1[nH]c2ccccc2c1CCNCc1cccnc1,-2.7,1%,6%,-3%,-0.1%,6%,8%,5%,i
CCc1cc(=O)oc2c(C)c(OCC(=O)N3C[C@H]4C[C@@H](C3)c3cccc(=O)n3C4)ccc12,-0.3,10%,1%,11%,-0.2%,3%,6%,-5%,i

New compounds follow
SMILES	IL-2 act	A549 viability	ATXN2 expr inh	TGFb SMAD3 inh	Nrf2 ARE act	HepG2 viability	EPAC2 ag	Nrf2 inh	ATXN viability
CC1([N+](=O)[O-])COP(=O)(Nc2cccc(Cl)c2)OC1 (stereo not given)	0.8	-1%	-3%	-14%	-0.1%	-12%	-9%	10%	i
CC(C(N)=O)N1CC(c2ccccc2)CC1=O (stereo not given)	0.4	-9%	7%	-17%	-0.6%	-5%	3%	0%	i
CN1CC(C(=O)c2ccccc2)C(c2ccccc2)C1 (stereo not given)	5.9	1%	2%	1%	11%	-2%	7%	28%	i
CCCCc1nc2ccccc2c(=O)n1-c1cccc(OC)c1	·	-15%	-13%	-23%	4.7%	-17%	·	-26%	?
O=C(CCn1c(=O)oc2ccccc21)N1CCN(c2ccccc2Cl)CC1	-0.9	-13%	-9%	1%	-0.2%	3%	7%	-10%	?
O=C1/C(=C/c2ccccc2Cl)N2CCC1CC2	2.2	0%	3%	5%	4.9%	-13%	3%	-1%	i
O=c1c2ccccc2nc(CSc2ncnc3nc[nH]c23)n1-c1ccccc1	15	-14%	-19%	-27%	-0.2%	-34%	10%	-18%	i
C#CC[N+]1(C)C2CCC1CC(O)C2 (stereo not given)	-0.2	-1%	-2%	2%	-0.5%	15%	-1%	10%	i
CN(C(=O)CSc1nc2ccc(NC(=O)COc3ccc(Cl)cc3)cc2s1)c1ccccc1	·	-18%	?	-24%	2.5%	-23%	·	15µM*	?
S=C=Nc1cccc(C2(N3CCCCC3)CCCCC2)c1	-0.6	?	-39%	14%	3.4%	-48%	1%	3%	?
O=C(c1ccc2c(c1)ncn2-c1ccc(F)cc1F)N1CCC2(CC1)OCCO2	-1.5	-7%	-29%	21%	1.6%	16%	6%	11%	i
O=C(Cc1ccccc1)OCCN1CCOCC1	0.1	10%	-8%	-10%	-0.1%	-12%	0%	?	i
O=C1NC(=O)N(Cc2ccccc2)C(=O)/C1=C/N1CCCc2ccccc21	-3.8	3%	-3%	-3%	0.3%	-29%	6%	-8%	i
COC(=O)c1c(C)[nH]c(C(=O)C(Cc2ccccc2)N(C)C)c1C (stereo not given)	-0.1	3%	29%	?	2.7%	-50%	5%	3%	i
CCOc1ccccc1CN(CCc1ccc2c(c1)OCO2)Cc1ccc(CC)cc1	·	-3%	-14%	1%	3.8%	-34%	·	17%	i
CNCCCc1ccccc1	0.1	17%	-5%	13%	0.2%	-18%	8%	1%	i
CCc1nc2ccccc2c(=O)n1-c1ccc2ccccc2c1	-0.8	-15%	6%	14%	-0.7%	6%	3%	-13%	i
COc1ccc(N/N=C/c2c(O)n(-c3ccc(C)c(C)c3)c(=O)[nH]c2=O)cc1	2.2	?	1%	-7%	3.4%	-10%	-2%	?	i
CCN1CCN(c2ccc(NC(C)=O)cc2Cl)CC1	0.7	6%	3%	-13%	-0.2%	-24%	8%	12%	i
CCSc1nnc([C@@H](N)Cc2c[nH]c3ccccc23)o1	-3.0	-4%	3%	-21%	5.9%	-22%	-1%	20%	i
O=c1[nH]c(=S)n(-c2ccccc2Cl)c(O)c1C=NCCN1CCNCC1	-1.7	2%	1%	16%	-2.4%	10%	7%	2%	i
CN1CCc2nc(SCC(=O)OC(C)(C)C)c(C#N)cc2C1	-1.5	-3%	112%[activator]	1%	0.8%	0%	-2%	1%	i
CN1C(=O)C(=Cc2cc([N+](=O)[O-])ccc2N2CCCCC2)C(=O)N(C)C1=O	-0.1	0%	-20%	0%	0.1%	5%	0%	-4%	i
O/N=C1\CCC2CN(C3CCCCC3)CC2C1 (stereo not given)	-0.3	-11%	-5%	22%	2.1%	-6%	9%	?	i
CC(C)N1OC2CC1c1nc3ccccc3n1C2 (stereo not given)	-0.2	0%	-1%	3%	-0.9%	1%	-1%	3%	i
C[C@]12CC[C@@H](O)C[C@@H]1CC[C@@H]1[C@@H]2CC[C@]2(C)C(=O)CC[C@@H]12	0.5	-5%	-14%	-1%	-0.9%	-14%	-4%	2%	i
O=C1NCN(c2ccccc2)C12CCN(C(c1ccccc1)c1nnnn1-c1ccc3c(c1)OCCO3)CC2 (stereo not given)	0.6	·	0%	?	0.0%	-6%	4%	·	?
COC(=O)C1=C(c2ccc(F)cc2F)C[C@@H]2CC[C@H]1N2C(=O)NCc1ccc(F)cc1	-0.5	-2%	3%	-2%	-0.7%	-36%	14%	-25%	i
O=c1[nH]c(=O)n(-c2ccccc2)c(O)c1/C=C/C=Nc1ccccc1	5.3	-9%	3%	33%	-0.5%	14%	0%	22%	i
O=C1CN=C(c2ccccc2)c2ccccc2N1	-1.8	3%	2%	0%	0.4%	-15%	6%	-3%	i
CC(=O)Nc1ccc(OC(=O)N2CCCCC2)cc1	-2.7	2%	1%	6%	-1.0%	1%	3%	?	i
CN(C)C1=C(C#N)C(c2ccccc2)=NP(N(C)C)(N(C)C)=N1	-1.5	-1%[1.84 µM]	-11%	-7%	-0.4%	-5%	3%	-11%	i
COc1cc2c(c(OC)c1OC)-c1ccc(C(=O)O)cc1[C@@H](NC(C)=O)CC2	0.2	-5%	0%	3%	-0.6%	14%	-3%	2%	i
CN(C)c1ccc(/C=C2/C(=N\O)C3CCN2CC3)cc1	-1.4	2%	13%	2%	3.2%	0%	3%	?	i
CCOC(=O)c1ccccc1OC(=O)NNc1ccccc1	-0.2	2%	?	4%	-0.2%	3%	4%	?	?
CCCN(CCC)C1CCc2ccc(O)cc2C1 (stereo not given)	-0.2	-3%	2%	-22%	-0.4%	-21%	1%	25%	i
COc1ccccc1NC1=NCCS1	-4.3	1%	-2%	-8%	0.0%	5%	4%	-1%	i
Cc1cc(NC(=O)CCC(=O)N2CCC3(CC2)OCCO3)no1	0.6	5%	-2%	-4%	-1.4%	-14%	-5%	·	i
CC/C(=N\N1CCN(C)CC1)c1c(O)[nH]c(=O)[nH]c1=O	0.7	1%	1%	-3%	0.0%	3%	-1%	-8%	i
CS(=O)(=O)NNP(=O)(NNS(C)(=O)=O)NC(=O)c1ccc(Br)cc1	-3.1	10%	9%	-1%	-0.5%	17%	13%	-7%	i
CC12CC[C@H]3[C@@H](CCC4(O)C[C@H](O)CCC34/C=N/NC(=O)c3ccccc3[N+](=O)[O-])C1(O)CCC2C1=CC(=O)OC1 (stereo not given in full)	-0.4	?	?	0%	-0.1%	-59%	8%	4.6µM*	?
O=C(CN1CCOCC1)c1ccc2cc[nH]c2c1	-0.9	1%	12%	-3%	-0.6%	-16%	18%	15%	i
O=C(CN1CC(c2ccccc2)CC1=O)Nc1cccc(F)c1 (stereo not given)	0.0	22%	4%	6%	0.4%	7%	3%	4%	i
